# EPAC1 ag: EPAC1 (human) agonism; O95398; EPAC1 agonist qHTS, biochemical assay; response scale: 100% = response to 6.5 mM cAMP; Potency, µM (doses to about 154 µM), for the others: at the top dose activation, usual class: activators; 0.073% of 360,000 active; also: potency is read from the fitted curve at half-maximal effect; nearly all actives have a fitted effect of over 60% in size
#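 Nucleotide exchange by EPAC1 (100 nM) on Rap1B–BODIPY-GDP (250 nM) in the presence of 50 uM GDP is tracked fluorescently at 480/540 nm over 30 min. Signals are normalized to a 6.5 mM cAMP control.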
# WRN inhibitor: inhibitors of human WRN helicase; Q14191; 0.46% of 360,000 active; Potency, µM (doses to about 114 µM), for the others: at the top dose activity change, negative = inhibition, hits mostly inhibitors; AID 651768; WRN helicase unwinding, fluorescent forked duplex, kinetic; also: potency is read from the fitted curve at half-maximal effect; % is scaled to controls: 0 for no effect and ±100 for the full control effect; nearly all actives have a fitted effect of over 55% in size
# Target sequence (Q14191 whole entry, looked up): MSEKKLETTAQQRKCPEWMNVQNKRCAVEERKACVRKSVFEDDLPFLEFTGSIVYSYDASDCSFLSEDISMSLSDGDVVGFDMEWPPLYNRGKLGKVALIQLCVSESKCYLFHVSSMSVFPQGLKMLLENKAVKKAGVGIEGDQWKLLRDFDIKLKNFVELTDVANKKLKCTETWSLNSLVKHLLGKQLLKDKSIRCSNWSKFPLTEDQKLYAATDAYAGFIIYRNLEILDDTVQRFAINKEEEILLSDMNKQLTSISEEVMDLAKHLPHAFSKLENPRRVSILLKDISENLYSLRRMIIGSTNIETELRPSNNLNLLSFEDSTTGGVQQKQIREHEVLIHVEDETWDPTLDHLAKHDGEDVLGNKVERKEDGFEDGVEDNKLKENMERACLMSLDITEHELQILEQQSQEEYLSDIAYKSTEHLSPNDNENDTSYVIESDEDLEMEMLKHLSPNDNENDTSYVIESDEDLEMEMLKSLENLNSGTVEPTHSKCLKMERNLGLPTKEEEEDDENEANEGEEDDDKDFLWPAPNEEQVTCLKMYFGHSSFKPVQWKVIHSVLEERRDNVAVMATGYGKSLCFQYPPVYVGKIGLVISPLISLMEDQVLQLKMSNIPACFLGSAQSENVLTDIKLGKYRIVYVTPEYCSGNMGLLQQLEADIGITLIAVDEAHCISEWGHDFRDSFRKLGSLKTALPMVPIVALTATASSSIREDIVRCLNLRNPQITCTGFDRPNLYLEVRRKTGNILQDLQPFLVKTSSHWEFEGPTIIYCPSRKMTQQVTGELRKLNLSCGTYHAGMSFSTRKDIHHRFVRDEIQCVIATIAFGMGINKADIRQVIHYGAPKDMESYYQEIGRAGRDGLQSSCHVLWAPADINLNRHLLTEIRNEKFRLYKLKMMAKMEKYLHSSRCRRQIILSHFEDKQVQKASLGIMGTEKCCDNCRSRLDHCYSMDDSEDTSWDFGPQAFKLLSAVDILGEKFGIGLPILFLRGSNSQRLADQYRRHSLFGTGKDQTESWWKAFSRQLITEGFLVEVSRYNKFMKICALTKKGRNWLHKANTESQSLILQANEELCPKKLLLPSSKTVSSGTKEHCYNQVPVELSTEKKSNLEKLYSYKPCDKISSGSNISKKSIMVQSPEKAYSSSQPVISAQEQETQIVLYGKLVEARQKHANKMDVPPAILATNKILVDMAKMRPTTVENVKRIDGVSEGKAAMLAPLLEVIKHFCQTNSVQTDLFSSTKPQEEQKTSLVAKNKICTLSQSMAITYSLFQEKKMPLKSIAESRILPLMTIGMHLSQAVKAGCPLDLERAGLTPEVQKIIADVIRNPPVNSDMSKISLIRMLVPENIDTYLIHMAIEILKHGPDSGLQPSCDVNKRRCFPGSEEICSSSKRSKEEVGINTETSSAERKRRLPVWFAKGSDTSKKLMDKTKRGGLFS
#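 Screening of the MLSMR collection measured strand separation of a quenched forked DNA duplex (100 nM) by 20 nM WRN with 2 mM ATP, all final. Compounds were preincubated with enzyme 15 min at room temperature.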
# FUS suppressor: suppressors of FUS proteinopathy in yeast; Potency, µM (highest dose often 76.6 µM), for inactives: at the top dose growth rescue (activation), hits mostly activators; 0.24% of 390,000 active; S. cerevisiae FUS-expressing, growth rescue, OD600, 24 h;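 also: potency is read from the fitted curve at half-maximal effect; plate controls were DMSO vehicle for no effect and reference control for full effect; nearly all actives have a fitted effect of over 55% in size; some results filed as inactive show a strong effect at the top dose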
#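 Galactose (2%) drives FUS expression in yeast precultured in raffinose; seeding density OD 0.005. Test compounds incubated 24hr at 30C and 99% humidity before absorbance at 600 nm was measured.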
# IL2 activator: IL-2 activation. IL-2 activation reporter assay, cell-based qHTS; stimulated with anti-CD3/CD4/CD28 beads; in transgenic mouse T cells. activation, % (series mostly up to about 46 µM). 0.065% of 360,000 active; in the data active = activation above about 50%; inconclusive = mostly about 30% to 49%; also: 0% is about no effect
#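 First, unstimulated transgenic mouse T cells were exposed to compound for 60 min. Next, anti-CD3/anti-CD4-coated beads with anti-CD28 were added. Finally, after 18 h at 37 degrees C, EGFP and DsRed were imaged.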
# PI5P4Ka inh: blocks human PI5P4K alpha kinase activity. P48426. PI5P4Kalpha enzyme, ADP-Glo luminescence, 60 min; active compounds read low. max response, %. 1.2% of 330,000 active. AID 652105; active = max response of -50% or lower; inconclusive = between -30% and -50%; inactive = -30% or higher; also: value at the top dose of about 77 µM; % is scaled to controls: 0 for no effect and ±100 for the full control effect
#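 qHTS, 1536-well: enzyme/substrate mix, compound by pin tool, 5 microM ATP final; RT 60 min; ADP-Glo reagents 1 (45 min) then 2 (30 min); luminescence.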
# EPAC1 antag: EPAC1 (human) antagonism. O95398. EPAC1 GEF assay, Rap1b-BODIPY-GDP exchange fluorescence. Potency, µM (series often up to 115 µM), for inactives: top-dose activity change, negative = inhibition, usual class: inhibitors. 0.14% of 360,000 active. AID 720709;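 also: potency is read from the fitted curve at half-maximal effect; plate controls were vehicle for no effect and positive control for full effect; nearly all actives have a fitted effect of over 50% in size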
# PLK1 PBD inh: blocks phosphopeptide binding to human PLK1 polo-box domain; P53350; Plk1 PBD binding of FITC phosphopeptide, fluorescence polarization; Potency, µM, without a hit: max response, negative = inhibition, usual class: inhibitors; 2.8% of 360,000 active; AID 720504; also: potency is read from the fitted curve at half-maximal effect; series mostly up to about 57 µM; % is scaled to controls: 0 for no effect and ±100 for the full control effect; nearly all actives have a fitted effect of over 65% in size
# aSyn yeast inh: inhibitors of alpha-synuclein toxicity in yeast. Potency, µM (top dose mostly 46.1 µM), without a hit: at the highest dose growth rescue (activation), usual class: activators. 0.14% of 370,000 active. AID 652106. Yeast expressing alpha-synuclein, growth rescue, BacTiter-Glo, 24 h; also: potency is read from the fitted curve at half-maximal effect; % of control where 0% means no effect; nearly all actives have a fitted effect of over 65% in size
#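 Screening used galactose-induced yeast with toxic alpha-synuclein levels, exposed to compound for 24 hr at 30 deg C. Cell growth, read with BacTiter-Glo luminescence, gave the measured signal.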
# Abeta rescue: A-beta toxicity reversal in yeast; yeast expressing A-beta42, growth rescue, OD600, 48 h; response scale: 0% DMSO, 100% iron-clioquinol control; Potency, µM (top dose mostly 46.1 µM), without a hit: at the highest dose growth rescue, actives largely listed as activators; 0.063% of 410,000 active; AID 1347071; also: potency is read from the fitted curve at half-maximal effect; nearly all actives have a fitted effect of over 55% in size
#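 Yeast A-beta toxicity model in growth medium with pinned compounds, 48 h at 30 C; growth read as absorbance at 600 nm. Normalized to FeCl3/clioquinol equimolar mix (positive) and DMSO (negative).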
# Active calls of the source: *; ? = inconclusive; · = no result given; & = joins results of further samples; [ ] = dose if it differs, or a comment. Unless noted, calls follow the shape of the dose curve; as a rule, active = well fitted curve in the direction sought with a large enough effect; inconclusive = small, poorly fitted or top-dose-only effect, or another doubt; inactive = no such curve, though single readings can be large; an effect the other way counts as inactive or inconclusive. This is a random part of the collection (roughly 4.1% active in at least one column).
structure,EPAC1 ag,WRN inhibitor,FUS suppressor,IL2 activator,PI5P4Ka inh,EPAC1 antag,PLK1 PBD inh,aSyn yeast inh,Abeta rescue
COC(=O)C1CN(C(=O)C(C)Oc2ccccc2Cl)c2ccccc2O1 (stereo not drawn),10%,5%,3%,-0.4,0,-6%,-7%,5%,19%
Cn1c(=O)c2c(n(C)c1=O)=NC1(CCCCC1)N=2,3%,0%,14%,-2.7,-1,1%,-12%,0%,-5%
O=C(CCn1c(=S)oc2ccccc21)Nc1ccc(F)cc1,-10%,0%,-20%,0.6,0,13%,1%,3%,-5%
CCC(CO)Oc1cc(NCc2cccc(OC)c2)c2ncn(C(C)C)c2c1 (stereo not drawn),4%,-3%,35%,-3.4,3,17%,-10%,-5%,0%
Cc1ccc(C)c(OCC(=O)Nc2cccc(S(=O)(=O)NC3=NCCCCC3)c2)c1,12%,?,·,-4.6,9,-30%,-12%,0%,-5%
O=C(Nc1ncc(Cc2cccc(Cl)c2)s1)C1=NCCN1,9%,-7%,1%,-1.3,·,3%,-9%,-1%,3%
OCC1CCCCN1CCNCc1cn[nH]c1-c1cccc2ccccc12 (stereo not drawn),-4%,8%,-36%,-0.9,-7,5%,0%,10%,-5%
CCN(CC(=O)NCc1cccs1)C(=O)c1ccc(C)o1,9%,-21%,25%,0.3,-5,7%,3%,-1%,-7%
c1ccc(-n2ncc3c2ncn2cnnc32)cc1,-4%,-1%,-3%,0.2,2,14%,1%,6%,4%
Cc1cccc2cc(CN(CC3CCCO3)C(=O)NC3CCCCC3)c(=O)[nH]c12 (stereo not drawn),2%,7%,34%,-2.1,·,1%,-9%,-1%,16%
COc1cccc(C2CC(=O)Nc3cc(OC)c(OC)cc32)c1 (stereo not drawn),4%,-2%,-29%,-1.8,-1,-17%,0%,-5%,-3%
O=C(NCCc1ccccc1)C(=O)NC1CCCCC1,2%,-19%,11%,0.5,·,14%,-12%,-5%,-1%
CCN(Cc1ccccc1)C(=O)CCc1nnc(CCCc2ccccc2)o1,2%,-9%,27%,-0.1,2,6%,1%,10%,22%
CC(=O)NC(NC(=S)Nc1ccccc1Br)C(Cl)(Cl)Cl (stereo not drawn),3%,-1%,10%,0.0,7,-7%,-22%,-3%,3%
C=CCNC(=O)c1ccc(-c2nc3ccccc3nc2-c2ccccc2)cc1,14%,2%,45%,-0.5,-6,-17%,-11%,-2%,4%
CCn1nc(NC(=O)CC(C)C)c2cc3ccc(C)cc3nc21,3%,-5%,·,0.8,9,-1%,-8%,·,·
CCCC(=O)Nc1nnc(-c2ccco2)s1,1%,-5%,-17%,0.3,-9,-17%,0%,-6%,14%
CN(C)c1ccc(NC(=O)Nc2ccc3c(c2)c(=O)n(C)n3-c2ccccc2)cc1,3%,-4%,30%,-0.4,-29,-15%,-8%,0%,7%
Cn1c(N)c(C(=O)CNC2CCCCC2)c(=O)n(C)c1=O,-10%,-1%,-16%,-1.1,-4,3%,-6%,-1%,-2%
CC(C)CCNC(=O)C1CC(c2cccc(F)c2)=NO1 (stereo not drawn),-11%,10%,-9%,0.9,0,-2%,-1%,-2%,6%
O=C(CN1C(=O)NC2(CCCC2)C1=O)N1CCN(S(=O)(=O)c2cccc(C(F)(F)F)c2)CC1,-6%,-8%,10%,0.3,10,-3%,1%,-8%,3%
O=C(N/N=C/c1ccccn1)c1ccc(S(=O)(=O)N2CCCCCC2)cc1,0%,-8%,-5%,-0.9,6,-4%,-11%,-9%,-7%
O=C(CNc1cc(S(=O)(=O)N2CCOCC2)ccc1NCC1CCCO1)Nc1cccc(F)c1 (stereo not drawn),-4%,-1%,37%,0.1,14,-1%,-12%,-10%,4%
Cn1c(=O)cc2c3c(c(N4CCCCC4)ccc31)C(=O)c1ccccc1-2,8%,-33%,9%,1.0,-4,-27%,-28%,-17%,-17%
COc1ccc(F)cc1-c1cc(C(=O)Nc2cccnc2)[nH]n1,1%,0%,0%,-0.3,0,-8%,4%,-14%,9%
COCc1ccc(CN2CCCC(CO)(Cc3cccc(OC)c3)C2)o1 (stereo not drawn),-5%,-10%,-15%,0.2,-2,-4%,-11%,-3%,-3%
Fc1cccc(Cc2c(C3CCCCC3)nc3ccc(Br)cn23)c1,7%,1%,-7%,1.0,-9,14%,-8%,-8%,9%
COc1cc(O)cc(/C=C/c2ccccc2)c1,0%,-2%,2%,0.3,7,-8%,-18%,-32%[inhibitor],-22%
CCN(CC(=O)NCc1cccs1)C(=O)COc1ccc(C(N)=O)cc1,-13%,10%,7%,1.6,-1,16%,-1%,-1%[1.84 µM],-8%
O=C(c1ccc(O)cc1)c1ccc(O)cc1O,1%,-11%,-7%,-3.1,-6,-22%,-3%,0%,-4%
O=C(NCC(=O)N(Cc1cccs1)C(C(=O)NC1CCCCC1)c1ccncc1)c1ccco1 (stereo not drawn),5%,-3%,28%,0.4,-6,10%,?,-10%,-6%
COc1ccccc1NC(=S)N1CCN(c2nc(-c3ccccc3)cs2)CC1,10%,-9%,9%,-0.1,1,-15%,-14%,-3%,?
Cc1cccc(C)c1NC(=O)COC(=O)CCC(=O)c1cccs1,-2%,7%,-42%,-5.3,-7,11%,-3%,1%,-13%
Cc1ccc(C)c(OCCn2c(=O)c3c(ncn3C3CCCC3)n(Cc3ccccc3)c2=O)c1,4%,-9%,28%,0.3,9,6%,4%,2%,5%
CCCCOCCCNC(=O)C[C@@H]1C[C@@]2(C(=O)OCC)CCCC=C2N(CCC2=CCCCC2)C1=O,-14%,-6%,?,-0.8,2,?,4%,-2%,14%
O=C(c1c(F)cccc1F)N1CCCC(c2nc(-c3ccc(F)cc3)no2)C1 (stereo not drawn),5%,1%,?,-0.3,9,-13%,-13%,-5%,?
CCOc1ccc(CN(C(=O)c2cc(=O)c3cc(C)cc(C)c3o2)C2CCS(=O)(=O)C2)cc1 (stereo not drawn),-9%,-1%,?,-0.9,-1,-12%,8%,-10%,3%&-5%
CC(CC(=O)Nc1cc(S(=O)(=O)N2CCOCC2)ccc1OCC(F)(F)F)c1ccccc1 (stereo not drawn),-5%,-1%,18%,1.3,4,-1%,2%,8%,0%
COc1cc(C)c(C(N)=O)c(OC)n1,-5%,1%,2%,-2.9,-4,-4%,-6%,-2%,3%
O=c1c2ccccc2sc2ccc(C#CC3(O)CCCCC3)cc12,1%,-3%,?,-0.2,-1,-5%,-6%,-12%,-26%
Cc1cccc(N(Cc2cc3ccccc3[nH]c2=O)C(=O)c2cccs2)c1,6%,8%,8%,-0.6,-8,19%,-11%,-2%,7%
CCOc1cc(N2CCOCC2)c(OCC)cc1NC(=O)CSc1ncn[nH]1,10%,-25%,1%,-3.0,-19,7%,-13%,-14%,-20%
Cc1cc2ccccc2c(=O)n1CC(=O)Nc1ccc2c(c1)OCO2,1%,-1%[57.1 µM],-5%,2.1,9,-7%,3%,1%,4%
COc1cc(NC(=O)CN2C(=O)COc3ccc(S(=O)(=O)N4CCOCC4)cc32)cc(OC)c1,7%,1%,-5%,-0.9,0,-13%,1%,1%,-3%
O=[N+]([O-])c1ccc(N=Nc2ccc(O)cc2O)cc1,-4%,-18%,-15%,-0.2,-17,-10%,-3%,-5%,-15%
CN(C)c1ccc(C(=N)Cc2ccc3ccccc3n2)cc1,-6%,11%,27%,2.0,1,8%,1%,-3%,-10%
COCCNC(=O)C(c1ccco1)N(C(=O)Cn1nnc2ccccc21)c1cc(C)ccc1C (stereo not drawn),-8%,12%,8%,-0.2,-22,-4%,3.4µM*,0%,6%
Cc1ccccc1SCC(=O)NNC(=O)c1ccncc1,4%,-5%,7%,3.0,2,6%,-13%,-1%,15%
Cc1noc(C)c1CSCC(=O)Nc1cc(S(=O)(=O)N2CCCCC2)ccc1OC(C)C,8%,-1%,28%,-1.6,1,-1%,0%,9%,7%
Cc1ccc(C(=O)Nc2nc3ccccc3s2)s1,7%,0%,0%,-2.1,·,3%,-6%,-15%,-3%
CC(=O)NC(Cc1cccc(F)c1)C(=O)NC1CCN(C(=O)c2ccc(C)cc2)CC1 (stereo not drawn),-2%,0%,2%,1.0,0,-1%,-10%,1%,10%
Cc1ccc2c(c1)C(c1ccccc1)N(C(=O)C(C)C)CC(=O)N2 (stereo not drawn),18%,-2%,-19%,4.8,7,1%,2%,-1%,2%
NS(=O)(=O)c1ccc(CCNC(=O)Nc2ccc(Cl)cc2)cc1,11%,-1%,46%,0.2,·,-6%,-5%,5%,17%
CCN(CC)CCOc1c(C)cccc1Cl,9%,0%,-12%,0.7,5,10%,-6%,-18%,-7%
O=c1c2ccccc2oc2cc(-c3ccc4[nH]ccc4c3)ccc12,14%,-12%,23%,-0.5,3,1%,-4%,-1%,-4%
Cc1c(/C=N/NC(=O)c2cccs2)c2ccccc2n1Cc1ccccc1Cl,0%,0%,-6%,-2.6,-2,20%,6%,0%,0%
Cc1ccc(C(=O)NCC(=O)NCC(c2cccs2)N2CCOCC2)cc1C (stereo not drawn),4%,-9%,-1%,-1.2,4,6%,3%,6%,10%
CC(=O)Oc1ccc2c(c1)cc(C)n2C,1%,-8%,-6%,1.2,10,2%,-5%,-9%,3%
COc1cc(/C=C/C(=O)OC[C@H]2O[C@H](OC3(CO)OC(CO)C(O)C3O)[C@H](O)[C@@H](O)[C@@H]2O)ccc1O (stereo partly drawn),3%,-4%,-14%,-0.8,0,-6%,-3%,2%,0%
CC(=O)c1c(C(C)=O)c(C)n(-c2ccc(N)c(C)c2)c1C,-8%,4%,20%,-3.6,-2,3%,-16%,-3%,9%
